Screening results from PubChem BioAssay.
tim10-1 inh: growth inhibitors of tim10-1 mutant yeast, primary screen, luminescence, uHTS; S. cerevisiae tim10-1 ts strain growth, BacTiter-Glo, 24 h; inhibition, % at 20 µM; 2.2% of 330,000 active;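 active = inhibition of at least 40%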;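 note: mutant grown at 25 °C; 0% = DMSO wells with yeast and 100% = wells holding no yeast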
TIM10 inh: growth inhibitors of isogenic TIM10 control yeast, primary screen, counter-screen for tim10-1 yeast inhibitor project, luminescence, uHTS; AID 463195, 2010; 1.4% of 330,000 active; S. cerevisiae TIM10 strain growth, BacTiter-Glo luminescence, 24 h; inhibition, % at 10 µM;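 active = inhibition of 40% or more at the single tested concentration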;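 note: wild-type TIM10 isogenic control strain grown at permissive 25 °C; 0% = DMSO yeast wells and 100% = minimal medium wells without yeast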
mIAP block: inhibitors of mouse IAP, primary screen, biochemical, luminescence, uHTS | inhibition, % at 10 µM | 0.2% of 330,000 active | intestinal alkaline phosphatase [Mus musculus] | purified mouse IAP, CDP-Star luminescence, 30 min | AID 2806, 2010;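 active = inhibition of at least 40% at 10 µM in the primary screen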;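 note: plate controls were DMSO with enzyme for no effect and no enzyme wells for full effect; values of inactives mirror those of a sister screen read the other way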
NALP3 yeast inh: NALP3 inflammasome inhibitors in reconstituted yeast, primary screen, luminescence, uHTS; Yeast reconstituted NLRP3/ASC/caspase-1, beta-gal luminescence, 24 h; inhibition, % at 10 µM; 0.39% of 330,000 active;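 active = inhibition of 50% or more; inactive = inhibition below 50%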;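 note: plate controls were induced DMSO wells for no effect and uninduced yeast grown without galactose for full effect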
hIAP inh: human IAP inhibitors, primary screen, biochemical, luminescence, uHTS; Intestinal-type alkaline phosphatase (Homo sapiens), P09923; purified IAP, CDP-Star luminescence, 30 min; inhibition, % at 10 µM; 0.12% of 330,000 active;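 active = inhibition reaching a set limit with compound at 10 µM in the primary screen, cut at about 35% in these data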;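 note: plate controls were DMSO wells with enzyme for no effect and no-enzyme buffer wells for full effect; values of inactives mirror those of a sister screen read the other way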
Target sequence (P09923 whole entry, looked up): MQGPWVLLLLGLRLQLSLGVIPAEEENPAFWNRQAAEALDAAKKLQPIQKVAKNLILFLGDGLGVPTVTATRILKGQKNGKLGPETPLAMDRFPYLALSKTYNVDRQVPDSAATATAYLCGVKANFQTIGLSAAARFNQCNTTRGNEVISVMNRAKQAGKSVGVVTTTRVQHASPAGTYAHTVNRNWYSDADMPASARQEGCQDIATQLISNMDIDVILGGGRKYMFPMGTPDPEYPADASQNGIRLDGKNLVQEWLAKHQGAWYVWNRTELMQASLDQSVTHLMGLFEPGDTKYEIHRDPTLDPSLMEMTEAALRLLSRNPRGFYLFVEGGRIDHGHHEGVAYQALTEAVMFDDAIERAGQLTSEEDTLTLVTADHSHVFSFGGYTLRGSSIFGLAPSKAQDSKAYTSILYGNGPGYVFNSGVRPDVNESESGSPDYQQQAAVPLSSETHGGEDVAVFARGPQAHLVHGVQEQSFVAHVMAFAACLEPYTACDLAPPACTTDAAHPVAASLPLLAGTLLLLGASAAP
beta cell repl: inducers of MIN6 beta-cell proliferation, primary screen, ATP luminescence, uHTS; MIN6 cells proliferation, ATPlite luminescence, 48 h; cells starved in 0.2% serum; 100% = growth in 10% serum; 0.29% of 330,000 active; proliferation, % at 10 µM;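 active = compounds whose signal lies at least 3.5 SD above the mean of all wells on their plate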;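 note: 0% = DMSO-treated cells in low-serum medium and 100% = 10% serum control; some compounds called inactive have numbers as strong as hits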
mIAP activ: activators of mouse IAP, primary screen, biochemical, luminescence, uHTS | intestinal alkaline phosphatase [Mus musculus] | muIAP, CDP-Star luminescence, 30 min; stronger effect = higher value; 1 = vehicle-only enzyme signal, 0 = enzyme-free wells | activation factor at 10 µM | 0.24% of 330,000 active;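 active = activation factor of at least 2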; note: the source names both 10 and 20 µM as test concentration; values of inactives mirror those of a sister screen read the other way
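Assay system: mouse IAP enzyme / Compound: DMSO-dissolved test compounds / Timing: 30 min, room temperature / Measured by: luminescence from enzymatic CDP-Star hydrolysis / Control set: DMSO-only wells, enzyme-free buffer wells as negative control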
APOBEC3A inh: APOBEC3A ssDNA deaminase inhibitors, primary screen, selectivity assay for APOBEC3G inhibitor project, biochemical, FAM/TAMRA oligo cleavage fluorescence | recombinant A3A, FAM/TAMRA ssDNA deamination fluorescence | AID 493011, 2011 | inhibition, % at 20 µM | 0.41% of 330,000 active | DNA dC->dU-editing enzyme APOBEC-3A (Homo sapiens), P31941;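 active = at least 40% inhibition at 20 µM here, with at most 30% in a related deaminase screen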;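 note: plate controls were A3A with DMSO for no effect and wells lacking A3A enzyme for full effect; some results filed as inactive read as strong as hits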
Target sequence (P31941 whole entry, looked up): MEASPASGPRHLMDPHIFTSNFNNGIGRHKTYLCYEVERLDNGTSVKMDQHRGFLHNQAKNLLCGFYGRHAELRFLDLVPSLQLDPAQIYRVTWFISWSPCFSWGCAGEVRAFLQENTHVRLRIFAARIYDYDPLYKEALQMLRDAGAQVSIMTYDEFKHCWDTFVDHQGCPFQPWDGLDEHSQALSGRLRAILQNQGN
A3G deaminase: APOBEC3G DNA deaminase inhibitors, primary screen, biochemical, fluorescence, single-stranded DNA substrate, uHTS; recombinant A3G, ssDNA deamination FAM/TAMRA fluorescence; DNA dC->dU-editing enzyme APOBEC-3G (Homo sapiens), Q9HC16; inhibition, % at 20 µM; 0.28% of 330,000 active; AID 493012, 2011;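 active = inhibition of at least 40% at 20 µM, with no more than 30% in the related APOBEC3A deaminase screen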;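 note: plate controls were DMSO wells with A3G for no effect and wells lacking A3G enzyme for full effect; some compounds called inactive have numbers as strong as hits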
Target sequence (Q9HC16 whole entry, looked up): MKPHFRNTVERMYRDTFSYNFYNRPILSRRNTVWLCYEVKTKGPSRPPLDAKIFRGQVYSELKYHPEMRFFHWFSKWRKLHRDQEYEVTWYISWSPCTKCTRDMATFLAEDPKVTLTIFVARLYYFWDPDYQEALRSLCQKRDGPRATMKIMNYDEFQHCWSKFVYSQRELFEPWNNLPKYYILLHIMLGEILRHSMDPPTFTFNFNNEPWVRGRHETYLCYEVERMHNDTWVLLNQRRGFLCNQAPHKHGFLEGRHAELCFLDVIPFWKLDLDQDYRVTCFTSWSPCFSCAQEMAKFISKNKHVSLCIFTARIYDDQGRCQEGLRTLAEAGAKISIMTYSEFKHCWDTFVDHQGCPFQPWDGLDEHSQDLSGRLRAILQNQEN
An asterisk follows results filed as active.

SMILES	tim10-1 inh	TIM10 inh	mIAP block	NALP3 yeast inh	hIAP inh	beta cell repl	mIAP activ	APOBEC3A inh	A3G deaminase
COc1cc(OC)cc(-c2nc3nc(C)c(CCC(=O)NCC(OC)OC)c(C)n3n2)c1	12	7	2	0	5	1	0.98	2	-12
CCN(CC)CCCNc1nc2ccccc2[nH]1	-19	6	-7	12	-14	-1	1.1	1	-7
CC(C)(C)NC(=O)CSc1ncnc2c1cnn2-c1ccccc1	11	-14	6	11	0	-4	0.94	1	-2
COC(=O)CSc1nnc(CNC(=O)c2ccco2)n1-c1ccc(F)cc1	11	8	12	-1	-11	3	0.89	-6	-7
Cc1ccccc1-n1nnnc1SC(C)C(=O)Nc1ccc(N2CCN(C)CC2)cc1 (stereo not given)	-15	-1	-1	2	-18	-6	1	-4	-9
O=C(CSc1nnnn1-c1ccc2c(c1)OCCO2)c1cccc2c1OCCO2	15	12	-1	13	-3	-2	1	-3	-7
CC(=O)c1c(C)[nH]c(C(=O)OCc2nnc(-c3ccccc3)o2)c1C	33	6	0	19	12	-1	1	0	-5
COc1ccc(NC(=O)Nc2ccc3c(c2)OCO3)c(C)c1	-8	5	2	5	-21	0	0.98	-4	-5
O=C(O)c1c2c(nc3ccccc13)/C(=C/c1c(F)cccc1F)CCC2	8	1	0	22	3	0	0.99	2	3
O=C(NC(N1CCOCC1)C(Cl)(Cl)Cl)c1ccccc1Cl (stereo not given)	11	22	-6	-1	-6	2	1.1	1	-12
Cc1cc(C(=O)COC(=O)[C@H](C)NC(=O)c2ccco2)c(C)n1Cc1ccco1	-15	-32	0	8	-4	-4	1	8	-1
COc1cc(OC)cc(-c2cc3nc(C)c(CCC(=O)Nc4nc(C)cs4)c(C)n3n2)c1	-9	-26	3	18	-14	3	0.97	1	6
CN(C)C(CNC(=O)c1ccc(Cl)c(S(=O)(=O)N2CCCCCC2)c1)c1ccccc1 (stereo not given)	-21	-3	-2	5	2	-3	1	-2	-8
CCCCCNC(=O)CCc1ccccc1	9	9	3	6	7	-1	0.97	1	-6
C=CCOc1ccc(CN(C)C(=O)c2ccc(CNS(=O)(=O)c3ccc(C)c(C)c3)cc2)cc1	17	16	-23	14	-4	-8	1.2	-3	-1
CC1COc2ccccc2N1S(=O)(=O)c1ccc(Cl)cc1 (stereo not given)	8	15	6	10	8	-3	0.94	-2	-5
CCOC(=O)c1ccc(NC(=O)c2nccnc2C(=O)O)cc1	-7	2	5	1	-3	-2	0.95	0	-4
CC(C)Nc1nnc(SC(C)C(=O)Nc2ccc(Cl)cn2)s1 (stereo not given)	2	10	3	4	-1	6	0.97	2	6
Cc1nnc(SCC(=O)Nc2c(Cl)cccc2Cl)n(N)c1=O	-15	9	6	12	13	3	0.94	-2	-6
Cc1ccc(OC2CCN(C(=O)C3CCC(=O)N(C4CC4)C3)CC2)cc1 (stereo not given)	-2	-5	-5	12	-16	4	1.1	2	-6
COc1ccc(C=O)cc1COc1ccc(Cl)cc1[N+](=O)[O-]	32	-4	-1	5	9	-4	1	-3	-4
Cc1ccc(CNC(=O)c2cn(C)c3ccc(S(=O)(=O)N4CCOCC4)cc3c2=O)cc1	18	-7	5	21	-4	-1	0.95	-4	-7
Clc1ccccc1-c1ncc2ccccn12	-3	-19	-5	7	4	0	1.1	0	-9
Cc1noc(C)c1NC(=O)Nc1cccc2c1O[C@@H](CN(C)C(=O)Nc1ccc3c(c1)OCO3)[C@@H](C)CN([C@H](C)CO)C2=O	1	1	-13	6	-8	-3	1.1	-1	-4
NC(=O)Cn1c(=O)n(CCCC(=O)NC2CCN(Cc3ccccc3)CC2)c(=O)c2ccccc21	-11	-9	0	5	-2	-1	1	-1	-8

One compound at a time, from the list above.
Results for C=CCOc1ccc(CN(C)C(=O)c2ccc(CNS(=O)(=O)c3ccc(C)c(C)c3)cc2)cc1 → tim10-1 inh = 17; TIM10 inh = 16; mIAP block = -23; NALP3 yeast inh = 14; hIAP inh = -4; beta cell repl = -8; mIAP activ = 1.2; APOBEC3A inh = -3; A3G deaminase = -1
Results for Clc1ccccc1-c1ncc2ccccn12 → tim10-1 inh = -3; TIM10 inh = -19; mIAP block = -5; NALP3 yeast inh = 7; hIAP inh = 4; beta cell repl = 0; mIAP activ = 1.1; APOBEC3A inh = 0; A3G deaminase = -9

Next section.
SMILES	tim10-1 inh	TIM10 inh	mIAP block	NALP3 yeast inh	hIAP inh	beta cell repl	mIAP activ	APOBEC3A inh	A3G deaminase
CCn1nnnc1SCC(=O)Nc1ccc(OC)cc1	2	9	13	-6	-4	0	0.87	-1	-3
CCOc1ccc(S(=O)(=O)NCCCn2ccnc2)cc1	1	-9	-13	25	8	-3	1.1	2	-1
O=C(NNC(=O)c1ccc(F)c(S(=O)(=O)N2CCOCC2)c1)c1ccc([N+](=O)[O-])cc1	-7	5	2	10	9	-1	0.98	-1	-5
Cc1ccc(S(=O)(=O)N2CCCCC2)cc1C(=O)Nc1ccc(S(=O)(=O)Nc2ncccn2)cc1	12	-6	9	8	0	1	0.91	28	12
CCN(CC)S(=O)(=O)c1cc(NC(=O)C2CSC3(C)CCC(=O)N23)ccc1C (stereo not given)	18	7	5	4	1	-6	0.95	-6	-10
NS(=O)(=O)c1ccc(CCNC(=O)c2ccc(Cn3c(=O)[nH]c4ccccc4c3=O)cc2)cc1	-44	-17	-11	1	2	-2	1.1	-6	-5
Cc1ccc2cccc(OCC(=O)NCCC3=CCCCC3)c2n1	6	9	8	-9	11	-2	0.93	-7	-7
Cc1ccccc1OCC(=O)NNC(=O)C1CCCCC1C(=O)O (stereo not given)	11	-15	-4	-6	-13	0	1	0	-11
COc1ccc(CCNC(=O)COC(=O)/C=C/c2cc(OC)c(OC)c(OC)c2)cc1OC	13	-7	-9	5	-1	0	1.1	2	-6
Cc1ccc(NC(=O)CCC(=O)NNC(=O)NC2CCCCC2)c(C)c1	-17	5	11	20	-2	0	0.89	0	-11
CCC(c1ccccc1)c1nnc(NC(=O)c2ccco2)s1 (stereo not given)	7	8	-16	-1	-1	2	1.2	-2	-2
CCOC(=O)C1=C(C)NC2=C(C(=O)C(C(=O)OCC)C(c3ccccc3OC)C2)C1c1ccccn1 (stereo not given)	-5	3	-34	20	9	-2	1.3	1	6
O=c1nc(N2CCCC2)nc(Nc2ccccc2)[nH]1	8	11	-6	8	10	0	1.1	-8	-7
O=C(NCC1CCN(Cc2cccc(Cl)c2)CC1)C1CCCN(c2ncnc3c2nc2n3CCCCC2)C1 (stereo not given)	-7	-2	-16	10	-27	-2	1.2	-4	-8
COc1ccc(C)c(NC(=O)NCCc2cnc[nH]2)c1	-14	1	7	11	4	-1	0.93	2	-7
Cc1ccc(CN2C(=O)C3CCCN3c3ccc(C#N)cc32)cc1 (stereo not given)	14	3	0	-6	-7	0	1	5	0
O=C(NCc1ccc(F)cc1)c1cccc2c1C(=O)c1ccc(N3CCC(Cc4ccccc4)CC3)cc1S2(=O)=O	4	-2	3	17	-4	-2	0.97	-5	-16
C=CCn1c(=NC(=O)c2cccs2)sc2cccc(OC)c21	-20	-55	0	18	0	-5	1	-2	-1
O=[N+]([O-])c1ccc(NC(=S)NCCc2ccccc2)cc1	67*	59*	15	35	2	-6	0.85	-1	-1
O=c1cnn(-c2ccc(Cl)cc2Cl)c(-c2ccccc2)c1	36	19	-3	20	-15	-6	1	1	-5
O=C(COC(=O)c1ccc([N+](=O)[O-])s1)Nc1cccc(S(=O)(=O)NC2=NCCCCC2)c1	9	21	2	14	-19	-2	0.98	4	0
CCCOc1ccc(C(=O)Nc2cc(S(=O)(=O)N3CCOCC3)ccc2N2CCOCC2)cc1	2	4	-6	5	-12	-3	1.1	-3	-8
CCC(=O)Nn1cnc2c(c1=O)C1(CCCCC1)Cc1ccccc1-2	50*	26	0	19	-10	0	1	1	-1
CN(Cc1cn(C)nc1-c1ccccc1F)C1CCOC1 (stereo not given)	-3	8	-8	4	-10	-3	1.1	-3	1
Cc1ccc(CSc2nnc([C@@H]3CCCN3C(=O)OC(C)(C)C)o2)cc1	22	26	-7	-1	1	-2	1.1	2	0

Carrying on.
SMILES	tim10-1 inh	TIM10 inh	mIAP block	NALP3 yeast inh	hIAP inh	beta cell repl	mIAP activ	APOBEC3A inh	A3G deaminase
COc1ccc(CCNC(=O)c2cccc(S(=O)(=O)N3CCCC3)c2)cc1OC	8	3	-4	7	20	-1	1	-3	-6
CCOC(=O)c1c(NC(=O)CSC(=S)N2CCOCC2)sc(C)c1C	4	-10	5	5	-5	0	0.95	0	-7
CCCC(=O)N1CCN(c2ccc(NC(=O)c3ccc(OCC)c([N+](=O)[O-])c3)cc2)CC1	0	-13	6	12	11	3	0.94	0	0
Cc1cccc2c1nc(-c1ccccc1)n1cnnc21	40*	0	8	-12	11	-4	0.92	1	0
COc1ccc(C(=O)C2CCCN(Cc3cccn3-c3cccnc3)C2)cc1OC (stereo not given)	13	5	2	13	12	0	0.98	-1	-3
CCc1cc2ccc(C)cc2nc1SCC(=O)c1ccc(NC(C)=O)cc1	32	17	4	27	9	-4	0.95	-4	-1
OCC1OC(n2nc3ccccc3n2)C(O)C(O)C1O (stereo not given)	-1	2	-5	8	-13	-2	1.1	3	-1
COc1cccc(/C=N/NC(=O)C(=O)NCc2cccnc2)c1OC	15	-1	-18	7	-6	0	1.2	-2	-9
COc1ccc(/C=N\NC(=O)C2=NNC(=O)C2C)cc1 (stereo not given)	3	14	2	10	-6	-2	0.98	-4	1
N#Cc1cn(CCOC(=O)c2cccc(C(F)(F)F)c2)c(=O)[nH]c1=O	-5	-8	8	14	-12	0	0.92	-2	-4
CC(C)CC(=O)N1CCN(C(=O)c2ccco2)CC1	-3	5	14	-2	5	0	0.86	-7	-16
Cc1cc(-n2c(C)cc(C(=O)COc3ccc4ccc(=O)oc4c3)c2C)no1	-3	-4	14	19	28	0	0.85	-3	-3
CCC(C)(C)NC(=O)CN(C(=O)CCC(=O)Nc1nccs1)c1cccc(C)c1	6	1	-2	-7	-5	-1	1	-7	-7
COc1ccc(/C=N/OC(=O)Nc2ccccc2)cc1[N+](=O)[O-]	11	17	-1	14	-8	-1	1	-6	-7
COc1ccc2c(c1)c(/C=N/Nc1ccc(C(=O)O)cc1)c(C)n2C	12	0	2	16	0	-3	0.98	1	21
O=C(Nc1ccc(-c2nc3ccccc3o2)cc1)c1ccc(N2C(=O)C3C4C=CC(C4)C3C2=O)cc1 (stereo not given)	8	9	11	7	22	-3	0.89	-2	-5
COc1cccc(NC(=O)CSc2ccc3nnc(-c4ccccn4)n3n2)c1	-7	-2	-7	19	-2	9	1.1	0	-8
CNC(=O)/C(C#N)=C/c1cc(C)n(-c2ccc(N3CCOCC3)cc2)c1C	-17	-17	0	12	10	-3	1	-2	-4
O=c1c(-c2nc3ccccc3s2)cccn1Cc1ccccc1	15	1	-23	16	6	-2	1.2	4	-1
O=C(Nc1cccc(Cl)c1)Nc1ccccc1NS(=O)(=O)c1cccs1	0	16	-6	17	17	-5	1.1	-2	-2
COc1ccc(-n2nnc3c(SCC(=O)c4ccccc4)ncnc32)cc1	0	0	23	17	0	3	0.77	-1	-4
